Assay outcomes from PubChem.
Epigenetic reg – Quantitative High-Throughput Screen for Regulators of Epigenetic Control; murine LDR cells, GFP reporter derepression, 30 h; Potency, µM (titrated, usually from 53.9 µM), for the others: at the top dose GFP activation, actives largely listed as activators; actives 0.2% (n = 280,000); AID 1865, 2009; active = well fitted activation curve with a large enough effect; inconclusive = small, poorly fitted or top-dose-only effect; also: % of control where 0% means no effect; nearly all actives have a fitted effect of over 60% in size
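Readout is the number of GFP-expressing murine LDR cells, counted by cytometry following washing. Cells were treated with compound for 30 h at 37 C; the stably integrated CMV-GFP locus is normally silent.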
Active calls of the source: *; ? = inconclusive. Potency is read from the fitted curve at half-maximal effect. The list is partial, so the mix of outcomes need not match the whole.

SMILES	Epigenetic reg
Cc1ccc(N2C(=O)CS(=O)(=O)C23C(=O)N(Cc2ccc(Cl)cc2)c2ccccc23)cc1C (stereo not drawn)	-1.3%
CSc1ncc(C(=O)N2CCN(c3cccc(C(F)(F)F)c3)CC2)c(C)n1	-1.2%
COc1cccc(CNC(=O)c2c(C)oc3nc(C)nc(N4CCOCC4)c23)c1	-0.4%
COCCn1c(C)cc(O)c(C(c2ccccc2OC)N2CCN(c3ccccc3)CC2)c1=O (stereo not drawn)	-2.1%
Cc1ccc(C)c(NC(=O)Cn2cnc3nc4c(cc3c2=O)CCCC4)c1	0.8%
CC(C)CCNC(=O)c1ccc2c(c1)N(Cc1cccc(Cl)c1)C(=O)c1ccccc1S2	6.6%
Cc1cc2ccccc2n1-c1ccc(C(=O)N2CCC(C(=O)NCc3ccc(Cl)cc3)CC2)s1	-1.0%
CCOc1ccc(OCC(=O)NCCS(=O)(=O)N2CCN(c3ccc(OC)cc3)CC2)cc1	1.7%
COc1cc(Cl)c(C)cc1NC(=O)c1cnc2c(-c3cccc(C)c3)c(C)nn2c1C	0.0%
CC(=O)N1CCC2(CC1)OC(=O)C(C)=C2C(=O)NCc1ccc(Cl)cc1	-0.2%
O=C(CSc1nc2c([nH]c3ccccc32)c(=O)n1-c1cccc(C(F)(F)F)c1)N1CCc2ccccc21	?
Cc1cccc(-c2noc(-c3cc(-c4ccc(F)cc4)n[nH]3)n2)c1	-3.7%
CCc1ccc(-n2nc(C)c3c(C(=O)N4CCN(c5cccc(Cl)c5)CC4)cc(C)nc32)cc1	-1.3%
CCOc1ccc(CN2CCc3nc(N4CCN(c5ncccn5)CC4)ncc3C2)cc1OC	3.5%
CC(=O)c1cccc(NC(=O)c2ccc3nc(C(C)C)oc3c2)c1	1.1%
COc1ccc(NCc2cc3ccc(OC)cc3n(CC(=O)Nc3cc(Cl)ccc3C)c2=O)cc1	2.4%
COCCNC(=O)CCCN1C(=O)c2ccccc2Sc2ncccc21	12%
Cc1cccc(CC(=O)NC2CC(=O)N(c3ccc4c(c3)OCCO4)C2)c1 (stereo not drawn)	0.0%
CCOc1ccc(NC(=O)CN2CCN(CC(=O)Nc3ccccc3OCC)CC2)cc1	7.3%
COc1ccc(OC)c(S(=O)(=O)NCCc2sc(-c3cccnc3)nc2C)c1	0.8%
O=C(NCC(c1cccnc1)N1CCc2ccccc21)c1ccc(Cl)cc1 (stereo not drawn)	0.0%
CCOC(=O)C1CCN(C(=O)c2cc3ccc4cccnc4c3[nH]2)CC1	-1.3%
Cc1ccc(CNC(=O)COCc2cc(-c3cccs3)on2)cc1	-0.4%
COC(=O)c1cc(C)nc2c1c(=O)nc(SCc1cccc(C)c1)n2C1CC1	-1.7%
Cc1ccccc1OCC(=O)Nc1nnc(S(=O)(=O)N(C)c2ccccc2)s1	?
SMILES	Epigenetic reg
CN1C(=O)c2ccccc2Sc2ccc(NC(=O)N3CCN(c4ccccc4)CC3)cc21	9.2%
Cc1ccc(CNC(=O)Cn2c3ncccc3c(=O)n2-c2ccc(C)cc2)cc1	-3.3%
COc1ccc(S(=O)(=O)NCCc2sc(-c3cccnc3)nc2C)cc1OC	0.8%
Cc1ccc(CNC(=O)c2ccc(CS(=O)(=O)Cc3ccc(F)cc3)o2)cc1	-1.1%
COc1ccc(C(=O)NCc2cn3ccc(C)cc3n2)cc1	1.1%
NCCc1nc2cccnc2n1-c1ccccc1	2.7%
Cc1ccc2c(c1)c1c(c(=O)n(-c3cccc(Cl)c3)c(=O)n1CC(=O)NCC1CCCO1)n2C (stereo not drawn)	-2.9%
CCC(Cc1ccccc1)NC(=O)CCS(=O)(=O)c1cc2c(cc1Cl)NC(=O)CO2 (stereo not drawn)	2.2%
COC(=O)c1ccccc1NC(=O)c1cc(CN2CCCC2)on1	0.0%
O=C(CSc1nc2ccsc2c(=O)n1-c1ccc(Br)cc1)NCc1ccc(Cl)cc1	?
COC(=O)c1cc(NC(=O)Cn2ncc3c([nH]c4ccccc43)c2=O)cc(C(=O)OC)c1	-0.4%
COc1cc(NC(=O)C2=CC(c3ccc(F)cc3)=NS(=O)(=O)N2C)cc(OC)c1OC	-3.4%
Cn1c(SCc2cccc(F)c2)nc2c([nH]c3ccccc32)c1=O	5.6%
COc1ccc(Cn2c(C(=O)O)c(CNCc3cccs3)c3ccc(C)cc32)cc1	1.3%
O=C(Cn1cnc(S(=O)(=O)N2CCCC2)c1)Nc1ccccc1	0.0%
Cc1nn2c(=O)cc(COC(=O)c3ccc(NC(=O)COc4ccccc4F)cc3)nc2s1	-3.0%
COc1ccc(N2CC(NC(=O)C3CCCCC3)CC2=O)cc1OC (stereo not drawn)	0.5%
Cc1nc(-c2ccc(S(=O)(=O)Nc3ccc(C#N)cc3)cc2)co1	0.0%
COc1ccccc1NC(=O)C1=C(C)Nc2nc(SCC(=O)c3ccc(C)cc3)nn2C1c1ccc(F)cc1 (stereo not drawn)	0.0%
CC(C)(C)c1ccc(S(=O)(=O)N2CCN(Cc3noc(CCC(=O)N4CCCCC4)n3)CC2)cc1	3.4%
CN1CCN(C(=O)C(=O)Nc2c3c(nn2-c2cccc(Cl)c2)CSC3)CC1	2.7%
CCN(CC)c1ccc(-c2nc(-c3ccccn3)no2)cc1[N+](=O)[O-]	-3.4%
Brc1ccc(CN2CCc3nc(Nc4ccccc4)ncc3C2)s1	-0.7%
CCOc1ccc(N(CC)S(=O)(=O)N2CCCC(C(=O)NCCc3ccccc3OC)C2)cc1 (stereo not drawn)	-2.4%
Cc1ccc(CNC(=O)C2CCN(Cc3nc(-c4cccc(Br)c4)oc3C)CC2)cc1	-0.3%
SMILES	Epigenetic reg
Cc1ccc(NC(=O)CN2C(=O)CSc3ccc(S(=O)(=O)N4CCCC4)cc32)cc1F	2.9%
CSc1ccc(CCNC(=O)c2ccc3c(c2)c(C)c(C)n3Cc2ccc(F)cc2)cc1	0.8%
CC(C)c1ccc(NC(=O)c2ccc(Cn3nc(N4CCN(c5ccccc5)CC4)ccc3=O)o2)cc1	5.0%
CC1CCN(S(=O)(=O)c2ccc3c(c2)N(CC(=O)NC(C)C)C(=O)CO3)CC1	1.1%
CC1=Nc2cc(C(=O)NC3CCCC3)ccc2Sc2ccc(Cl)cc21	3.2%
O=C(NCc1ccc(Cl)cc1)C1(c2cccs2)CCOCC1	-0.1%
O=C(NCc1ccccc1)C(=O)NCC(c1ccco1)S(=O)(=O)c1ccc(Cl)cc1 (stereo not drawn)	1.3%
Cc1ccc(C)c(CN2C(=O)N(c3cc(Cl)ccc3C)S(=O)(=O)c3ccccc32)c1	-1.3%
COc1cccc(N2CC(NC(=O)c3cccs3)CC2=O)c1 (stereo not drawn)	1.0%
CC(C)Cn1c(SCc2cccc(F)c2)nc2ccsc2c1=O	-1.3%
COc1ccc(NC(=O)CN(C)S(=O)(=O)c2ccc3c(c2)CCCN3C(C)=O)cc1	1.7%
O=C(Nc1ccc(Br)cc1)c1ccc(Br)c(S(=O)(=O)N2CCCCC2)c1	0.5%
CCOc1ccccc1CNC(=O)Nc1cn(CC(C)C)c(=O)c2ccccc12	-0.2%
CCc1ccc(-c2nc3c(c(SCc4ccccc4F)n2)Cc2c(CO)cnc(C)c2O3)cc1	3.4%
CCOc1ccc(C(=O)c2oc3ccccc3c2NC(=O)c2cc(-c3ccccc3)on2)cc1	-3.2%
O=C(C1CCN(S(=O)(=O)c2cccc3nonc23)CC1)N1CCN(c2cccc(Cl)c2)CC1	-1.3%
CC(=O)Nc1ccc(Nc2nc3ccc(C)cc3n3nnnc23)cc1	-1.0%
COc1ccccc1CNC(=O)C(=O)NCC(c1ccco1)S(=O)(=O)c1ccc(F)cc1 (stereo not drawn)	2.1%
O=C(c1cccc([N+](=O)[O-])c1)N1c2nc(-c3ccco3)nn2C2(CCCCC2)[C@@H]2CCCC[C@@H]21	-0.5%
CCn1c(=O)n(CC)c2cc(N3CCCC3)c(NC(=O)Nc3cc(C)cc(C)c3)cc21	?
O=C(NCCS(=O)(=O)N1CCN(c2ccc(F)cc2)CC1)C1CC(=O)N(c2ccccc2)C1 (stereo not drawn)	0.0%
Cc1cccc(NC(=O)COc2cccc3c(=O)n(C)ccc23)c1C	0.3%
O=c1oc2ccc(Cl)cc2cc1-c1nc(-c2cccs2)no1	-2.8%
Cc1ccc(-n2nc(C(=O)N3CCN(c4cccc(C(F)(F)F)c4)CC3)c(=O)n(C)c2=O)cc1	0.0%
Cc1ccc(-c2noc(C(C)NS(=O)(=O)c3ccc(C)cc3)n2)cc1 (stereo not drawn)	-0.2%

Arranged by SMILES length (falling): some entries from above
SMILES	Epigenetic reg
CCOc1ccccc1CNC(=O)Nc1cn(CC(C)C)c(=O)c2ccccc12	-0.2%
Cc1cccc(NC(=O)COc2cccc3c(=O)n(C)ccc23)c1C	0.3%
COc1cccc(N2CC(NC(=O)c3cccs3)CC2=O)c1 (stereo not drawn)	1.0%

In the list so far, these contain a CF3 group:
SMILES	Epigenetic reg
CSc1ncc(C(=O)N2CCN(c3cccc(C(F)(F)F)c3)CC2)c(C)n1	-1.2%
O=C(CSc1nc2c([nH]c3ccccc32)c(=O)n1-c1cccc(C(F)(F)F)c1)N1CCc2ccccc21	?
Cc1ccc(-n2nc(C(=O)N3CCN(c4cccc(C(F)(F)F)c4)CC3)c(=O)n(C)c2=O)cc1	0.0%

An excerpt of these results, field by field:
O=C(NCc1ccc(Cl)cc1)C1(c2cccs2)CCOCC1
  Epigenetic reg: -0.1%
O=C(NCc1ccccc1)C(=O)NCC(c1ccco1)S(=O)(=O)c1ccc(Cl)cc1 (stereo not drawn)
  Epigenetic reg: 1.3%
Cc1ccc(C)c(CN2C(=O)N(c3cc(Cl)ccc3C)S(=O)(=O)c3ccccc32)c1
  Epigenetic reg: -1.3%

Continuation.
SMILES	Epigenetic reg
COc1ccc(NC(=O)c2c(NCc3cccc(F)c3)sc3c2CCCC3)c(OC)c1	-0.2%
COc1ccc2c(CNCCc3ccco3)c(C(=O)O)n(Cc3ccccc3)c2c1	1.4%
Cc1oc(-c2cccc(Cl)c2)nc1CSc1nncn2c1cc1occc12	-1.3%
COc1cccc2c1Oc1ncccc1N(C(=O)CCC(=O)NCCC(C)C)C2	-1.3%
Cc1csc2nc(COC(=O)c3ccc(NC(=O)C(C)C)cc3)cc(=O)n12	-0.5%
Cc1cccn2c(=O)c(C(=O)N3CCN(c4ccccc4)CC3)cnc12	-1.3%
Cc1ccc(Cl)cc1N1CCN(C(=O)C2CCN(S(=O)(=O)c3c(C)noc3/C=C/c3ccccc3F)CC2)CC1	-1.7%
CCOC(=O)c1ccc(NC(=O)CCS(=O)(=O)c2ccc3c(c2)oc(=O)n3C)cc1	-1.3%
CCOc1ccc(CN2C(=O)c3ccccc3C2C(=O)NCCc2ccc(OC)c(OC)c2)cc1 (stereo not drawn)	1.6%
CC(NC(=O)CSc1n[nH]c(-c2ccccc2Cl)n1)c1nc2ccccc2[nH]1 (stereo not drawn)	-2.2%
COc1ccc(C(=O)Nc2ccc(-c3nnc4n3CCCCC4)cc2)cc1OC	-0.4%
CC(=O)N1CCc2cc(CNS(=O)(=O)c3ccc(F)cc3)ccc21	-2.9%
Cc1ccc(C)c(-n2cc(-c3ccccc3)nc2SCC(=O)Nc2ccccc2)c1	-1.3%
COc1ccc(Cl)cc1NS(=O)(=O)c1ccc2[nH]c3c(c2c1)CCCC3	-1.2%
COc1ccc(-c2nc3c4ccccc4n(CC(=O)N4CCN(c5ccc(F)cc5)CC4)c(=O)n3n2)cc1	1.3%
CCCc1noc(-c2ccc(NCc3ccc(C)cc3)c([N+](=O)[O-])c2)n1	-3.5%
CCOc1ccccc1NC(=O)c1c2c(nc3ccccc13)C(=O)N(C1CCCCC1)C2	0.0%
CCC1CN(S(=O)(=O)c2cc(-c3cc(C)no3)ccc2C)c2cc(Cl)ccc2O1 (stereo not drawn)	1.0%
COc1cccc(NS(=O)(=O)c2cc(-c3cnc(C4CC4)o3)ccc2C)c1	8.7%
COc1ccc(OC)c(CNC(=O)c2ccc(Sc3ccc(C)cc3)c(N)c2)c1	-0.3%
CCc1nnc2c3ccccc3nc(N3CCN(c4ccc(C)cc4C)CC3)n12	-0.4%
CC(C)c1ccc(NC(=O)c2cnc3sc(N4CCCC4)nn3c2=O)cc1	0.0%
Cc1ccc(NC(=O)C2CCN(S(=O)(=O)c3ccc4c(c3)CCCC(=O)N4)CC2)c(Cl)c1	1.3%
O=C(NCCc1ccccc1)C(=O)NCC(c1cccs1)S(=O)(=O)c1cccs1 (stereo not drawn)	0.0%
Cc1ccccc1C(=O)Nc1ccc(C(=O)OCc2cc(=O)n3c4c(sc3n2)CCCC4)cc1	-1.7%

Reprinted at random: 2 entries already listed
SMILES	Epigenetic reg
CC(C)c1ccc(NC(=O)c2cnc3sc(N4CCCC4)nn3c2=O)cc1	0.0%
CCOC(=O)c1ccc(NC(=O)CCS(=O)(=O)c2ccc3c(c2)oc(=O)n3C)cc1	-1.3%

Further structures
SMILES	Epigenetic reg
CCCn1c(=O)c2sccc2n2c(CCCC(=O)N3CCN(c4ccccc4)CC3)nnc12	4.9%
COc1cccc(CNC(=O)Cn2c(=O)oc3cc(S(=O)(=O)N4CCCCCC4)ccc32)c1	-1.1%
O=c1oc2ccccc2cc1-c1nc(-c2cccs2)no1	1.1%
CC(=O)Nc1cccc(NC(=O)CSc2cn(CC(=O)N3CCCCCC3)c3ccccc23)c1	2.7%
CCc1ccc(NC(=O)CSc2nccn2-c2cccc(C)c2C)cc1	1.1%
O=C(NCCC1=CCCCC1)c1ccc2c(c1)N(Cc1cccc(Cl)c1)C(=O)c1ccccc1S2(=O)=O	-1.1%
Cc1ccc(NS(=O)(=O)c2c(C(=O)N3CCC(C)CC3)c(C)n(C)c2C)cc1Cl	?
COc1ccccc1CNC(=O)CC(c1ccc(C)cc1)N1Cc2ccccc2C1=O (stereo not drawn)	-0.9%
CCOc1ccc(CNC(=O)c2ccc3c(c2)c(C)c(C)n3Cc2ccccc2)cc1OC	-4.0%
